Tau fluor counter – Counterscreen qHTS for Inhibitors of Tau Fibril Formation, Fluorescence Polarization; tau K18 P301L Alexa594 fluorescence, heparin fibrillization; Potency, µM (doses to about 57.7 µM), inactives show at the top dose activity change, negative = decrease; 280,000 tested, 0.93% active; note: % is set by controls: 0 for no effect and ±100 for the full control effect; nearly all actives have a fitted effect of over 55% in size
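Human tau K18 P301L (15 uM unlabeled, 0.24 uM Alexa 594-labeled) in 100 mM sodium acetate pH 7 with 20 uM heparin, 6 hr at 37 C. ThT 30 uM added, 1 hr ambient; Alexa 594 FP and total fluorescence read at 555/632 nm.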
Tau ThT inhib – qHTS for Inhibitors of Tau Fibril Formation, Thioflavin T Binding; recombinant tau K18 P301L (four-repeat tau fragment), heparin-induced fibrillization, ThT fluorescence; Potency, µM (series often up to 57.4 µM), without a hit: at the top dose activity, negative = inhibition, hits mostly inhibitors; 270,000 tested, 2.1% active; note: % is set by controls: 0 for no effect and ±100 for the full control effect; nearly all actives have a fitted effect of over 55% in size
Target sequence (P10636 561-689 P618L limits assumed): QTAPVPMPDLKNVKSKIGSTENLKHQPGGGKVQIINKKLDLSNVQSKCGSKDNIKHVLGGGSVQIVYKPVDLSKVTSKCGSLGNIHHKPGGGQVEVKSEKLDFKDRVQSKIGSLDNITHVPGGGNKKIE
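Heparin-induced fibrillization of the P301L-mutant K18 repeat-domain fragment of human tau was followed by ThT binding in quantitative high-throughput format.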
TRb SRC2 PPI – qHTS for Inhibitors of the Interaction of Thyroid Hormone Receptor and Steroid Receptor Coregulator 2; Thyroid hormone receptor beta (Homo sapiens), P10828; TRbeta-SRC2 peptide binding, fluorescence polarization; receptor liganded with 1 µM T3; Potency, µM (top dose mostly 106 µM), for inactives: at the top dose activity change, negative = inhibition, most hits filed as inhibitors; 280,000 tested, 0.065% active;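 note: plate controls were bound peptide for no effect and peptide without receptor for full effect; nearly all actives have a fitted effect of over 50% in size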
Target sequence (P10828 whole entry, looked up): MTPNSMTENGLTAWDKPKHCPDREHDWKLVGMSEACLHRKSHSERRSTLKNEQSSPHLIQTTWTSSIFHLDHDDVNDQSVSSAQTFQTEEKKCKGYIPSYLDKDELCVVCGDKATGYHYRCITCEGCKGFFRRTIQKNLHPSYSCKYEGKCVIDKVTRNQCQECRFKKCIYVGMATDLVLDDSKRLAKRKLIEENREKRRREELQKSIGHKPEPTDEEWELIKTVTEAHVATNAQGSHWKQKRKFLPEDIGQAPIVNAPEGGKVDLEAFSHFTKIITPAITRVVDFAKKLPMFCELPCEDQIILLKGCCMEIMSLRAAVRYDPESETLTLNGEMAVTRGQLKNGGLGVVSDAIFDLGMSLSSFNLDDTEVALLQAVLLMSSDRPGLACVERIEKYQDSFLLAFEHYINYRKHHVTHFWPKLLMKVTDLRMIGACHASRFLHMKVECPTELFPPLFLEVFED
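Fluorescence polarization of 20 nM Texas Red SRC2 peptide (20-aa NR interaction domain) bound to 0.6 uM human TRb ligand-binding domain, with 1 uM T3, after 5 hr at ambient temperature; inhibition seen as decreased polarization.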
RECQ1 inh – qHTS Assay for Inhibitors of RecQ-Like Dna Helicase 1 (RECQ1) | RECQ1 DNA unwinding, red fluorescence kinetic read | Potency, µM (top dose mostly 57.3 µM), for inactives: at the top dose activity, negative = inhibition, usual class: inhibitors | ATP-dependent DNA helicase Q1 (Homo sapiens), P46063 | AID 2549, 2010 | 240,000 tested, 0.54% active;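 note: plate controls were vehicle for no effect and no enzyme for full effect; nearly all actives have a fitted effect of over 30% in size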
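RECQ1T1 50 nM; forked duplex (20 bp + 30-nt ss tails) 200 nM, ATP 2 mM final; pH 8.0, 2 mM MgCl2, 2.5 ug/ml poly(dI-dC); 15 min compound preincubation; discontinuous kinetic read over 2 h at RT.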
HTT ATP protect – qHTS Multiplex Assay to Identify Dual Action Probes in a Cell Model of Huntington: Cytoprotection (ATP); PC12 HTT-Q103 induced, cytoprotection, ATP luminescence, 40 h; Potency, µM (titrated, usually from 56.4 µM), for the others: cytoprotection (ATP increase), hits mostly activators; 230,000 tested, 0.14% active; AID 1471, 2008;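 note: % of control where 0% means no effect; nearly all actives have a fitted effect of over 45% in size; toxic huntingtin expression switched on by the ecdysone agonist tebufenozide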
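Compounds were screened for protection of PC12 cells against cell death after tebufenozide induction (100 nM final) of mutant Huntingtin exon 1 (Q103) fused to GFP.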
Tau FP inhib – qHTS for Inhibitors of Tau Fibril Formation, Fluorescence Polarization. Potency, µM (doses to about 57.7 µM), without a hit: at the highest dose activity, negative = inhibition, hits mostly inhibitors. K18 P301L tau heparin fibrillization, Alexa594 FP, 6 h. 280,000 tested, 0.39% active. Microtubule-associated protein tau (Homo sapiens), P10636; note: % is set by controls: 0 for no effect and ±100 for the full control effect; nearly all actives have a fitted effect of over 55% in size
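Human tau K18 […] P301L fragment, 15 uM unlabeled plus 0.24 uM Alexa 594-labeled tau (final), with compound and 20 uM heparin in 100 mM sodium acetate pH 7; 6 hr at 37 C, then Alexa 594 FP read.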
TexasRed fluor – Total Fluorescence Counterscreen for Inhibitors of the Interaction of Thyroid Hormone Receptor and Steroid Receptor Coregulator 2; TRb/SRC2 Texas Red total fluorescence interference; Potency, µM (titrated, usually from 106 µM), without a hit: at the top dose fluorescence change, negative = quenching; 280,000 tested, 0.29% active; AID 1479, 2009; active = well fitted curve in either direction with a large enough effect; inconclusive = small, poorly fitted or top-dose-only effect; note: % is set by controls: 0 for no effect and ±100 for the full control effect
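Flags fluorescent or light-absorbing compounds by total fluorescence, S + 2P, at 555 nm excitation and 632 nm emission. Mixture: 20 nM Texas Red SRC2 peptide, 0.6 uM human TRb LBD, 1 uM T3, 5% DMSO; compound exposure 5 h at ambient temperature.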
L3MBTL1 inh – qHTS Assay for the Inhibitors of L3MBTL1 | AID 485360, 2010 | 230,000 tested, 0.66% active | AlphaScreen L3MBTL1–H3K9me1 peptide binding | Potency, µM (doses to about 57.1 µM), inactives show at the highest dose activity, negative = inhibition, usual class: inhibitors | Lethal(3)malignant brain tumor-like protein 1 (Homo sapiens), Q9Y468; note: % is set by controls: 0 for no effect and ±100 for the full control effect; nearly all actives have a fitted effect of over 60% in size
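AlphaScreen proximity signal between nickel-chelate acceptor and streptavidin donor beads (final 10 ug/mL) reports binding of 50 nM L3MBTL1 to 75 nM biotin-H3 K9me1 peptide; complex incubated with compounds 30 min at room temperature; cefsulodin titration as control.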
Starred values were filed as active, the others as inactive; i = inactive; ? = inconclusive; / = not tested or not shown; & = joins results of further samples; [ ] = remark or other dose. Unless noted, calls come from the whole dose curve; as a rule, active = well fitted curve in the direction sought with a large enough effect; inconclusive = small, poorly fitted or top-dose-only effect, or another doubt; inactive = no such curve, though single readings can be large; an effect the other way counts as inactive or inconclusive. Potency is the fitted concentration of half-maximal effect. This is a subset; the hit share may differ from the screen's.

Values run as follows: Tau fluor counter, TexasRed fluor, L3MBTL1 inh, Tau ThT inhib, TRb SRC2 PPI, Tau FP inhib, RECQ1 inh, HTT ATP protect
O=C(/C=C/c1ccc(N2CCCCC2)c([N+](=O)[O-])c1)c1ccc(O)cc1
    16µM*[quencher], -2%, -19%, 11µM*, -2%, ?, -19%, -5%[10 µM]
Cc1cccc(Oc2ccc(NC(=O)C3CC=CCC3C(=O)O)cc2)c1 (configuration not stated)
    -9%, 1%, -9%, -11%, -2%, -1%, i, -68%[inhibitor]
CCSc1nc(=S)n(-c2ccccc2)c(C)c1C(C)=O
    -11%, 1%, /, -23%, -11%, -8%, -10%, 12%
O=C(c1ccncc1)N(Cc1ccccc1)Cc1nc2ccccc2c(=O)[nH]1
    3%, -3%, /, -5%, -1%, 2%, 0%, -1%
CN(C)c1ccc(CNC(=O)C2CCN(S(=O)(=O)c3cn(C)cn3)CC2)cc1
    1%, 0%, /, 2%, -1%, 10%, /, /
Cc1cc(C)cc(C(=O)Nc2ccc3[nH]c(=O)[nH]c3c2)c1
    -24%, -3%, /, ?, 0%, -1%, -2%, -4%
CCOC(=O)CCn1cnc2onc(-c3ccccc3Cl)c2c1=O
    -27%, 1%, /, -13%, -2%, -10%, /, /
CCOC(=O)c1ccccc1NC(=O)COC(=O)c1ccc(C)c(S(=O)(=O)N2CCOCC2)c1
    -16%, -2%, 2%, -3%, 2%, 6%, -12%, ?
CC(Cc1ccccc1)N/C=C1/CC(=O)NC1=O (configuration not stated)
    -10%, 2%, /, -4%, -28%, -5%, i, -14%
CC(C)n1c(SCC(=O)Nc2ccccc2)nc2c1c(=O)[nH]c(=O)n2C
    -1%, 0%, 10%, -2%, -3%, 1%, i, 17%[10 µM]
Cc1occc1-c1n[nH]c(=S)n1C
    -1%, 1%, 15%, -9%, -6%, -2%, i, ?
COc1cc2nc(SCc3ccc(F)cc3)n3nc(CCn4c(C)nc5ccccc54)nc3c2cc1OC
    0%, 1%, /, -13%, -9%, -4%, /, /
CCOC(=O)CSc1nnc(NC(=O)NC(C)C)s1
    1%, -2%, -1%, 0%, -3%, 1%, i, 16%[10 µM]
CCCCCNC(=O)c1ccccc1SC
    -8%, 1%, /, -7%, 3%, -2%, 15%, -3%
Cc1ccccc1Cn1c(=N)n(CC(=O)c2ccco2)c2ccccc21
    -12%, -3%, -3%, -17%, 5%, 3%, -12%, 9%[0.074 µM]
CCCS(=O)(=O)c1c(S(=O)(=O)CCC)c2c(C(N)=O)cccn2c1C(=O)c1ccc(F)cc1
    -3%, -1%, -8%, -4%, 2%, 11%, i, -4%
CCN1CCN(c2oc(-c3ccc(COc4ccc(OC)cc4)o3)nc2C#N)CC1
    ?, 0%, /, ?, -3%, 0%, /, /
COC(=O)C(NC(=O)c1ccccc1)(Nc1cc(C)cc(C)n1)C(F)(F)F (configuration not stated)
    -13%, 3%, -1%, -16%, -11%, -13%, -7%, 32%[1.9 µM]
O=C1CN(C(=O)c2cnccn2)c2ccccc2N1
    -1%, -1%, 3%, -11%, 2%, -9%, 1%, -7%
CC(C)c1ccc(NC(=O)c2ccc(CN3CC(=O)N4CCCCC4C3=O)cc2)cc1 (configuration not stated)
    -20%, 0%, /, -16%, -12%, 0%, /, /
Cc1cc(C)cc(OC(=O)c2cc(-c3ccc4c(c3)OCCO4)on2)c1
    -16%, 1%, /, ?, -5%, -11%, /, /
CCOc1ccc(-n2c(-c3ccc(OC)cc3)cc3c2CC(C)(C)CC3=O)cc1
    -20%, -5%, /, -18%, 0%, 0%, /, /
Cc1ccc(C)c(NC(=O)Nc2nnc(N(CC(C)C)CC(C)C)s2)c1
    -3%, -1%, /, -14%, -2%, -4%, /, /
Cc1ccc(S(=O)(=O)c2nc(Nc3ccccc3C#N)sc2Cl)cc1
    -7%, 1%, 7%, 16%, 4%, ?, -1%, 11%[10 µM]
CCCNC(=O)NCCc1ccncc1
    -4%, -1%, /, -12%, -3%, 1%, -9%, 21%
Cc1ccc(OCCSc2nc3ccc(NC(=O)COc4ccc(F)cc4)cc3s2)cc1
    -18%, 1%, /, -13%, 0%, ?, /, /
Cn1nc(Oc2ncc(C(F)(F)F)cc2Cl)cc1C(F)(F)F
    5%, -10%, 4%, -3%, -8%, -9%, i, 19%[10 µM]
CC(NC(=O)CSc1n[nH]c(-c2ccccc2Cl)n1)c1nc2ccccc2n1C (configuration not stated)
    4%, -4%, /, 4%, 0%, -5%, /, /
COc1ccc([N+](=O)[O-])cc1N(CC(=O)Nc1ccccc1C(=O)NC(C)C)S(C)(=O)=O
    8%, 0%, 7%, 10%, 9%, 1%, i, -20%
CC(C)c1ccccc1NC(=O)COC(=O)Cc1c[nH]c2ccccc12
    -28%, -3%, 0%, -16%, 11%, 2%, 1%, -1%[10 µM]

Remaining list, next part
Values run as follows: Tau fluor counter, TexasRed fluor, L3MBTL1 inh, Tau ThT inhib, TRb SRC2 PPI, Tau FP inhib, RECQ1 inh, HTT ATP protect
Cc1ccccc1N/N=C1\CCCNC1=O
    -16%, -3%, -12%, ?, 1%, ?, 3%, -78%[inhibitor]
CCS(=O)(=O)N1CC(=O)N(c2cccc(Cl)c2C)C(C)(C(=O)NC2CCCCC2)C1 (configuration not stated)
    7%, -9%, /, 8%, -6%, -5%, /, /
CCn1c(COc2cccc3cccnc23)nnc1SCC(=O)OC
    -3%, 0%, -9%, -6%, 12%, 4%, i, /
Cc1cc(Nc2cccc(F)c2)nc(N2CCOCC2)n1
    -10%, -4%, -10%, 2%, -3%, 5%, 7%, 4%[10 µM]
Cc1ccc(NC(=O)Nc2cccs2)c(C)c1
    -20%, 7%, /, -6%, 2%, 18%, /, /
CCN(CC)C(=S)NC(=O)c1ccc(Cl)cc1Cl
    -3%, -2%, /, 0%, 2%, 0%, 0%, -2%
COc1ccc(NC(=O)CN2C(=O)CSC(C)C2=O)cc1 (configuration not stated)
    7%, 0%, 4%, 1%, 0%, -3%, -1%, 8%
COc1ccc(CNC(=O)c2cnn(-c3ccc(OC)cc3)c2C2CCN(C(=O)OC(C)(C)C)CC2)cc1
    -6%, -2%, /, 2%, 6%, 7%, /, /
Cc1cccn2c(=O)cc(COc3ccc(NC(=O)C(C)Oc4ccccc4)cc3)nc12 (configuration not stated)
    -16%, 0%, /, ?, 4%, -1%, /, /
CC(/C=C/c1ccccc1)=N/NC(=O)c1nc2nc(C)cc(C)n2n1
    -6%, 1%, ?, ?, 8%, 7%, 9%, -23%
Cc1c(NC(=O)CSCc2c(F)cccc2Cl)c(=O)n(-c2ccccc2)n1C
    3%, -6%, 1%, 0%, 5%, 4%, i, /
Nc1nccnc1C(=O)OCC(=O)Nc1cccc(S(=O)(=O)N2CCCCC2)c1
    -13%, -18%, -7%, 3%, 2%, 14%, -3%, -11%[10 µM]
O=C(COC(=O)Cc1ccccc1[N+](=O)[O-])NCc1ccc(F)cc1
    -5%, -4%, 10%, -4%, -5%, -7%, -5%, 6%[1.9 µM]
COc1ccc(OC)c(N(CC(=O)N2CCC(C)CC2)S(=O)(=O)c2ccc(OC)c(OC)c2)c1
    -2%, -3%, -3%, -2%, -1%, 0%, -15%, -6%
CCCCCNC(=O)c1ccc2c(c1)nc(C)n2-c1cccc(C)c1
    4%, -1%, /, -5%, 2%, 14%, /, /
CCCc1cc(=O)[nH]c(SCC(=O)N2CCN(c3ccccc3)CC2)n1
    -3%&-20%, ?, /, ?, 5%, -2%&-7%, 2%, -9%
CC(C)CNC(=O)NC(=O)COC(=O)Cn1cnc2ccccc2c1=O
    0%, -4%, /, -2%, 0%, 7%, -7%, 12%
COc1ccccc1-c1nc(CNC(=O)Nc2ccccc2)c(C)o1
    -9%, -1%, /, -2%, -5%, 2%, /, /
O=C(Nc1ccc(Cl)cc1)N1CCN(c2ccc3nnc(-c4ccc(F)cc4)n3n2)CC1
    ?, -1%, -9%, 1%&-9%, 6%, 6%&-10%, i, -14%[10 µM]
Oc1ccc(/C=N/N2CCN(c3ccccn3)CC2)cc1
    -13%, -1%, -6%, ?, 3%, 0%, -1%, -3%[10 µM]
CS(=O)(=O)N1CCN(C(=O)Nc2ccccc2)CC1
    -7%, -4%, 2%, -5%, 3%, 0%, -5%, 7%[10 µM]
CCOC(=O)c1nn(C23CC4CC(CC(C4)C2)C3)c2c1C(=O)N(c1ccc(C)cc1)C2=O
    -5%, -1%, -4%, -19%, -4%, -4%, i, -9%
CCOC1=NC(C(=O)O)c2ccccc2/C(=C(/C)Cl)N1 (configuration not stated)
    -5%, -4%, 2%, -6%, -8%, 2%, i, -20%

Reprinted at random: three entries already listed, in no set order.
Values run as follows: Tau fluor counter, TexasRed fluor, L3MBTL1 inh, Tau ThT inhib, TRb SRC2 PPI, Tau FP inhib, RECQ1 inh, HTT ATP protect
CCn1c(COc2cccc3cccnc23)nnc1SCC(=O)OC
    -3%, 0%, -9%, -6%, 12%, 4%, i, /
O=C(Nc1ccc(Cl)cc1)N1CCN(c2ccc3nnc(-c4ccc(F)cc4)n3n2)CC1
    ?, -1%, -9%, 1%&-9%, 6%, 6%&-10%, i, -14%[10 µM]
COc1ccc(NC(=O)CN2C(=O)CSC(C)C2=O)cc1 (configuration not stated)
    7%, 0%, 4%, 1%, 0%, -3%, -1%, 8%

High-throughput results from PubChem.
